CHT PAM = allosteric activators of human choline transporter CHT; Q9GZV3; CHT-expressing cells, membrane potential dye, choline EC20; hits give high values; LV-AA mutant CHT in HEK293 cells; B-score at 10 µM; hit rate 0.49% among 310,000; AID 488977;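 active means initial fluorescence not abnormally high and integrated response B-score, plate-corrected, over 3 SD above library mean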
Target sequence (Q9GZV3 whole entry, looked up): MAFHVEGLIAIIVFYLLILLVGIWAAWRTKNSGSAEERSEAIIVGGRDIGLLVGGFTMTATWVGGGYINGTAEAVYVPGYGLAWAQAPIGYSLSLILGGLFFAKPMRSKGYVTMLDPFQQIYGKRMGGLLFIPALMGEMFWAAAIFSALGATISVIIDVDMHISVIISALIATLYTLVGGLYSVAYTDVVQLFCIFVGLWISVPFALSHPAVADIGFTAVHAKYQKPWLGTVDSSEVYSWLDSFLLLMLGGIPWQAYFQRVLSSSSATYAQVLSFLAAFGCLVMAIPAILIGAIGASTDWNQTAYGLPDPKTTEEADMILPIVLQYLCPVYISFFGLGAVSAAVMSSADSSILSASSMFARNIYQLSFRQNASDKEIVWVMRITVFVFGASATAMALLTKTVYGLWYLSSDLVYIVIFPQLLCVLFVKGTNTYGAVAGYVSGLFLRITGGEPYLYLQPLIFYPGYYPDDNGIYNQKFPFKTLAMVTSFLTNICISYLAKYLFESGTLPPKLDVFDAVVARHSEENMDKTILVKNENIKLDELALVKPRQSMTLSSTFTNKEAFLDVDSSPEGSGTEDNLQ
OX1R antag = human HCRTR1 antagonism | O43613 | CHO/OX1R cells, Fluo-8 calcium fluorescence, orexin A | inhibition, % at 5 µM | hit rate 0.43% among 330,000;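 active means inhibition above its plate's threshold, mean inhibition of all tested compounds on the plate plus 3 SD, cut at about 37% in these data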;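 further: 0% = orexin A challenge wells and 100% = SB-334867-A antagonist wells; not every result past the cut was called active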
Target sequence (O43613 whole entry, looked up): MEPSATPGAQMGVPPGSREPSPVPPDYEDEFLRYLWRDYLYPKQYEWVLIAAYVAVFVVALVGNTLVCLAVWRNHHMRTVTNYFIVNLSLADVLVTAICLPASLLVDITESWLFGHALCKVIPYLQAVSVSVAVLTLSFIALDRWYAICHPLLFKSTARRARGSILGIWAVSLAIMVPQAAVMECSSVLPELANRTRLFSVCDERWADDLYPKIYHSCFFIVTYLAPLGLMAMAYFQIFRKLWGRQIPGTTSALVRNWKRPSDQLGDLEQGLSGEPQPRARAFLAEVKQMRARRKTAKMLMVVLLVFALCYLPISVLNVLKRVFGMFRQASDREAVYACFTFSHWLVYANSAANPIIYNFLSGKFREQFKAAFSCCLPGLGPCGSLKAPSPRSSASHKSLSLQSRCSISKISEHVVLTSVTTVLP
The depositor's hits bear a star; i = inactive; . = no result given.

The opening 5 compounds, to show the layout:
#	canonical_smiles	CHT PAM	OX1R antag
1	O=[N+]([O-])c1ccc(Sc2ccccn2)nc1	i	0.4
2	CC(=O)Nc1ccc(S(=O)(=O)NCC(=O)OCC(=O)NNC(=O)c2ccccc2)cc1	.	-21.9
3	Brc1ccc(CSc2nnc(Cc3c[nH]c4ccccc34)o2)cc1	i	-27.0
4	O=C(Cn1cnc2c(oc3ccccc32)c1=O)NCCc1ccccc1	i	-49.9
5	NNC(=O)CSc1c(-c2cccs2)[nH]c2ccccc12	i	0.3

Main list, previewed entries included:
#	canonical_smiles	CHT PAM	OX1R antag
1	O=[N+]([O-])c1ccc(Sc2ccccn2)nc1	i	0.4
2	CC(=O)Nc1ccc(S(=O)(=O)NCC(=O)OCC(=O)NNC(=O)c2ccccc2)cc1	.	-21.9
3	Brc1ccc(CSc2nnc(Cc3c[nH]c4ccccc34)o2)cc1	i	-27.0
4	O=C(Cn1cnc2c(oc3ccccc32)c1=O)NCCc1ccccc1	i	-49.9
5	NNC(=O)CSc1c(-c2cccs2)[nH]c2ccccc12	i	0.3
6	C=C(C)C1CC=C(C)/C(=N/NC(=O)c2ccoc2C)C1 (configuration not stated)	i	-4.8
7	Cc1ccc(C2=[N+]([O-])C(C)(C)N(O)C2(C)C)cc1	i	-1.0
8	COc1ccc2nc(N3CCCC(O)C3)c(C#N)cc2c1 (configuration not stated)	i	-21.9
9	O=c1cc(-c2ccc(O)cc2)oc2c(C3O[C@H](CO)[C@@H](O)[C@H](O)[C@H]3O)c(O)cc(O)c12 (some centres not stated)	i	2.1
10	Cc1cc(NS(=O)(=O)c2ccc(NC(=O)CCN3C(=O)c4ccccc4C3=O)cc2)no1	i	-3.7
11	CC1=C(C(=O)Nc2ccccc2)C(c2ccco2)C(C#N)=C(SCC(=O)OC(C)C)N1 (configuration not stated)	i	-12.6
12	Cc1ccc(C2/C(=C(/O)c3ccc(OC(C)C)cc3)C(=O)C(=O)N2CCN2CCOCC2)cc1 (configuration not stated)	i	-19.7
13	CCCCC(=O)Oc1cc(C)[nH]c(=O)c1[N+](=O)[O-]	i	0.5
14	O=C(O)c1ccc2c(=O)n3c(nc2c1)/C(=C/c1ccccc1OC(F)F)CC3	i	-12.2
15	OC1(c2cccs2)CN(c2ccc(Cl)cc2)C2=[N+]1CCCS2 (configuration not stated)	i	-27.8

More records.
#	canonical_smiles	CHT PAM	OX1R antag
16	COC(=O)c1cc(S(=O)(=O)N2CCC(C(N)=O)CC2)oc1C	i	7.5
17	Cc1onc(-c2c(F)cccc2Cl)c1C(=O)NC(=S)NC1CCSC1=O (configuration not stated)	i	-30.8
18	CC(Oc1ccccc1)C(=O)N1CCN=C1SCc1ccc(F)cc1 (configuration not stated)	i	-19.3
19	O=C(Cc1n[nH]c(=O)[nH]c1=O)N/N=C/CCc1ccccc1	i	2.4
20	CC(C)(C)c1ccc(-n2ncc3c2CCCC3NC(=O)C2(C(N)=O)CC2)cc1 (configuration not stated)	i	22.5
21	COc1ccc2c(c1)c1nnc(SCC(=O)NC3CC3)nc1n2C	i	-10.6
22	Cc1ccc(NC(=O)CSc2ccc(Br)cc2)cc1S(=O)(=O)N1CCOCC1	i	-20.3
23	CCCc1nnc(NC(=O)CN2C(=O)c3ccccc3C2=O)s1	i	-14.1
24	CCn1ncc(Br)c1C(=O)Nc1ccc(C(=O)OC(C)C)cc1	i	-26.1
25	CCCCNC(=O)Nc1nnc(C(C)(C)C)s1	i	-13.7
26	COc1cccc(C2C(C(=O)OCc3ccccc3)=C(C)Nc3ncnn32)c1OC (configuration not stated)	i	-15.3
27	Cn1nc(-c2ccccc2)cc1NS(=O)(=O)c1ccc(C#N)cc1	i	-9.3
28	Clc1cccc(-c2csc(Nc3cccnc3)n2)c1	i	-25.0
29	CS(=O)(=O)N1CCN(C(=O)c2ccc(Br)s2)CC1	i	-1.6
30	CC(/C=N/N1CCN(c2ccccc2)CC1)=C\c1ccco1	i	-11.9

Next records:
#	canonical_smiles	CHT PAM	OX1R antag
31	COc1ccc(NC(=O)c2cc(-c3ccncc3)nc3ccc(Br)cc23)cc1OC	i	-9.6
32	Cc1c(Cl)cccc1NC(=O)CSc1nncn1-c1ccccn1	i	-9.4
33	CCN1C(=O)[C@H]2[C@@H](c3ccc(C)cc3)N3C(=O)N(c4cccc(Cl)c4)C(=O)[C@@]3(C)[C@H]2C1=O	i	-10.7
34	CCC(C)(C)NC(=O)C(c1ccc(F)cc1)N(Cc1ccco1)C(=O)c1snc(C(N)=O)c1N (configuration not stated)	i	-15.5
35	COCCN(C(=O)c1ccccc1)c1nc(-c2ccc(OC)cc2)cs1	i	-23.1
36	CCC(C(=O)OCCOCCN(CC)CC)c1ccccc1 (configuration not stated)	i	-12.5
37	CC1(C)C(=O)C2(CCCC2)C(=O)OC1c1ccco1 (configuration not stated)	i	-14.1
38	Cc1noc(NS(=O)(=O)c2ccc(N3CC(O)=C(c4ccccc4)C3=N)cc2)c1C	i	-2.5
39	COc1ccc(/C=C/C(=O)N2CCC(c3ccccc3)C2)cc1 (configuration not stated)	i	-9.9
40	COC(=O)c1cnc2ccccc2n1	i	-22.8
41	O=C(Cc1ccc(Br)cc1)Nc1ccccc1Cl	i	-7.7
42	O=C(c1cccs1)n1nc(-c2ccccc2)nc1NCc1ccco1	i	-17.0
43	CCCCn1cnc2c([nH]c3ccccc32)c1=O	i	7.0
44	CCOc1cc(/C=C(/C#N)C(=O)Nc2ccc(OC)cc2)ccc1OCc1ccc(C(=O)O)cc1	i	-0.8
45	COc1ccc(CCNC(=O)c2cc(S(=O)(=O)N3CCOCC3)ccc2N2CCCC2)cc1OC	i	-27.6

(listing goes on)
#	canonical_smiles	CHT PAM	OX1R antag
46	C[C@]12c3[nH]c4cc(-c5ccco5)ccc4c3CCN1C(=O)[C@@H](CC(=O)NCCC1=CCCCC1)C[C@@H]2C(=O)N1CCOCC1	.	4.4
47	CC1(C)CC(CCNC(=O)c2ccco2)CC(C)(C)N1	i	-15.5
48	CN(C[C@@H](Cc1cccc2ccccc12)N(C[C@H](Cc1ccccc1)N(CCc1ccccc1)N=O)N=O)N=O	i	-30.3
49	CSc1cccc(NC(N)=S)c1	i	-16.6
50	Cn1cccc1C(=O)NC(=O)COC(=O)CCNS(=O)(=O)c1ccc(Cl)cc1	.	-19.8
51	Cn1c(SCC(=O)c2ccccc2F)nnc1C1CC1	i	-5.4
52	Cc1nc([N+](=O)[O-])cn1CCCCN1C(=O)c2ccccc2C1=O	i	-12.4
53	Cc1ccc(NC(=O)CCNS(=O)(=O)c2cccc3nonc23)cc1	i	-18.4
54	CS(=O)(=O)N(CC(=O)NCCC1=CCCCC1)c1ccc2c(c1)OCO2	i	-24.5
55	Cc1nn(-c2ccccc2)c(C)c1C(=O)OCC(=O)N1c2ccccc2NC(=O)C1(C)C	i	-9.5
56	O=C(Nc1ccc2nc(-c3cccs3)c(-c3cccs3)nc2c1)NC1CC1	i	-7.4
57	CC1(C(=O)NNC(=S)NCc2ccco2)CC1(Cl)Cl (configuration not stated)	i	-9.0
58	CCOC(=O)C1(CCOC)CCN(C/C=C/c2ccccc2OC)CC1	i	-3.2
59	CC(=O)NC12CC3CC(C1)CC(C(=O)NCC(=O)Nc1c(C)cc(C)cc1C)(C3)C2	.	-3.8
60	COc1cc(SC)ccc1C(=O)Nc1cccc(C)n1	i	-14.5

3 entries from above, sorted by their value in OX1R antag, high to low.
nr	structure	OX1R antag
57	CC1(C(=O)NNC(=S)NCc2ccco2)CC1(Cl)Cl (configuration not stated)	-9.0
53	Cc1ccc(NC(=O)CCNS(=O)(=O)c2cccc3nonc23)cc1	-18.4
54	CS(=O)(=O)N(CC(=O)NCCC1=CCCCC1)c1ccc2c(c1)OCO2	-24.5

(further entries)
#	canonical_smiles	CHT PAM	OX1R antag
61	CCOc1ccc(S(=O)(=O)N(CC)CC(=O)NCc2ccco2)cc1C	i	-21.8
62	COc1ccc(CS(=O)(=O)CC(C)(O)c2ccccc2)cc1 (configuration not stated)	i	-17.8
63	O=C(COc1ccccc1Br)N1CCN(C(=O)c2ccco2)CC1	i	-23.1
64	COc1cc(/C=N/NC(=O)c2cc(C)oc2C)cc(OC)c1OC	i	-4.2
65	CN(c1ccc(OCC(=O)N2CCC(C(N)=O)CC2)cc1)S(=O)(=O)c1cccs1	i	-5.2
66	Cc1ccccc1Nc1c(-c2ccccn2)nc2c(C)cccn12	i	-42.6
67	CCOc1ccc(/C(O)=C2/C(=O)C(=O)N(c3cc(C)on3)C2c2ccc(C(=O)OC)cc2)cc1 (configuration not stated)	i	-18.3
68	O=C1CC2(CCN(C(=O)c3ccccc3F)CC2)Oc2ccccc21	i	-18.5
69	Nn1c(SCc2cc([N+](=O)[O-])cc3c2OCOC3)nnc1-c1ccccn1	i	-19.9
70	COc1cc2c(cc1OC)C(C(=O)Nc1cccc(C)n1)C(c1cccnc1)N(C)C2=O (configuration not stated)	i	-3.9
71	Cc1ccc2c(c1)cc(CN(Cc1ccco1)C(=O)N1CCOCC1)c1nnnn12	i	-36.6
72	CCOC(=O)C1(Cc2cccc(OC)c2)CCCN(C(=O)CCc2cccnc2)C1 (configuration not stated)	i	-14.7
73	Cc1ccc(NC(=O)CCCc2ccccc2)c([N+](=O)[O-])c1	i	.
74	CCCN1Cc2cccc(C(=O)NC(CC(=O)OCC)c3ccc(OCC)c(OC)c3)c2C1=O (configuration not stated)	i	-19.0
75	Cc1cnc(C(=O)Oc2c(C)ccc(C)c2C)cn1	i	-11.3

Continuation.
#	canonical_smiles	CHT PAM	OX1R antag
76	Cc1cc(-c2ccccc2)nc(N2CCN(c3ccccn3)CC2)n1	i	-1.2
77	Cc1cc(C(=O)NCC(=O)OCC(=O)NCCc2ccccc2)ccc1[N+](=O)[O-]	i	-7.9
78	COc1ccc(-c2nnc3ccc(SCC(=O)Nc4nccs4)nn23)cc1OC	i	-20.7
79	CC(O)Cc1cn([C@@H](CCCCNC(=O)OC(C)(C)C)C(=O)N2CCN(C(=O)OC(C)(C)C)CC2)nn1 (some centres not stated)	i	-4.3
80	O=C(Cc1c[nH]c2ccccc12)NCc1ccco1	i	-11.9
81	O=C(Cn1nnc(-c2ccc(Cl)cc2)n1)NCCC1=CCCCC1	i	-11.1
82	Fc1ccccc1Cn1cnc(NC(=S)NCCc2ccccc2)n1	i	-17.9
83	COc1cc(NS(=O)(=O)c2ccc(Nc3nc(-c4cccc([N+](=O)[O-])c4)cs3)cc2)nc(OC)n1	i	-6.2
84	Cc1ncc([N+](=O)[O-])n1CC(=O)Nc1ccc(F)cc1F	i	-8.0
85	CCN(CC(=O)Nc1c(F)cccc1F)C(=O)c1ccc(N2C(=O)c3ccccc3C2=O)cc1	i	-21.9
86	Cc1cccc(C(=O)OCC(=O)NCCNC(=O)COC(=O)c2cccc(C)c2C)c1C	i	-24.1
87	O=C(CCc1cnccn1)NC1CCCc2c1cnn2-c1ccc(F)cc1F (configuration not stated)	i	-7.5
88	O=[N+]([O-])c1ccc2oc(C(O)c3cccc(Cl)c3)cc2c1 (configuration not stated)	i	2.3
89	COc1ccc(CCC(=O)NNC(=O)Nc2ccc(C(C)C)cc2)cc1	i	.
90	O=C(/C=C/c1cccnc1)c1cc(F)ccc1O	i	-17.8

Random excerpt: 4 entries already listed
#	canonical_smiles	CHT PAM	OX1R antag
67	CCOc1ccc(/C(O)=C2/C(=O)C(=O)N(c3cc(C)on3)C2c2ccc(C(=O)OC)cc2)cc1 (configuration not stated)	i	-18.3
26	COc1cccc(C2C(C(=O)OCc3ccccc3)=C(C)Nc3ncnn32)c1OC (configuration not stated)	i	-15.3
32	Cc1c(Cl)cccc1NC(=O)CSc1nncn1-c1ccccn1	i	-9.4
87	O=C(CCc1cnccn1)NC1CCCc2c1cnn2-c1ccc(F)cc1F (configuration not stated)	i	-7.5

Continuation.
#	canonical_smiles	CHT PAM	OX1R antag
91	O=c1cc(-c2ccc(F)cc2)[nH][nH]1	i	14.1
92	Cc1cccc(-n2cc3c(=O)n(C)c(=O)n(C)c3c2)c1	i	-7.6
93	Cc1cccn2c(=O)c3cc(C(=O)NC4CCCC4)c(=N)n(CCc4ccccc4)c3nc12	i	-13.0
94	Cc1cc(S(=O)(=O)Nc2ccc(C(=O)NCC(c3ccco3)N3CCCC3)cc2)ccc1F (configuration not stated)	i	-10.0
95	COc1cc(SC)ccc1C(=O)N1CCN(c2ccccc2F)CC1	i	-16.4
96	COCCn1c(C)cc(/C=C(\C#N)C(=O)OC(C)C(=O)Nc2ccc(NC(C)=O)cc2)c1C (configuration not stated)	i	-22.5
97	CC(=O)N1CCc2cc(S(=O)(=O)NCCCN3CCC(C)CC3)ccc21	i	-16.4
98	O=C1CCCC(=O)C1C(c1ccc(Cl)cc1)C1C(=O)CCCC1=O	.	-21.7
99	c1ccc(-c2nc(NCCCn3ccnc3)c3ccccc3n2)cc1	i	-16.1
100	O=S(=O)(NC1CCCCC1N1CCCCC1)c1ccccc1 (configuration not stated)	i	-5.9
101	CCOP(=O)(OCC)C(Nc1ccccc1)c1ccccc1C(F)(F)F (configuration not stated)	i	-15.4
102	COc1ccc(C(CNC(=O)c2cccc(S(=O)(=O)NCc3ccccc3)c2)N(C)C)cc1 (configuration not stated)	i	-23.6
103	COc1ccc(Cc2[nH]n3c(=O)cc(C(C)C)nc3c2-c2ccccc2)cc1	i	-1.2
104	CCOC(=O)c1sc(-c2cccc(C(F)(F)F)c2)nc1O	i	2.2
105	O=C(CSc1nnc2c(n1)[nH]c1ccccc12)OCc1ccccc1	i	-8.3

Next section:
#	canonical_smiles	CHT PAM	OX1R antag
106	COc1ccc(-c2nnc(NC(=O)C3CC3)o2)cc1	i	-13.5
107	COc1ccccc1NC(=O)/C=C/c1ccc2c(c1)OCO2	i	-12.8
108	O=c1cc(N2CCN(c3ccccc3)CC2)[nH]c(=O)n1-c1ccccc1Cl	i	-7.1
109	CC/C(=N\NC(=O)c1c(C)nc2ccccn12)c1ccccc1	i	-1.6
110	CCc1nnc(NC(=O)CSc2nnc(-c3ccoc3C)n2-c2ccccc2)s1	i	-24.6
111	Cc1cccc(N=Cc2c(O)cc(C)oc2=O)c1	i	-16.1
112	O=C(CSc1nnc(-c2ccc(Cl)cc2)o1)N1CCOCC1	i	-7.0
113	CC1CCN(C(=O)c2nc[nH]c2C(=O)O[C@H](C)c2ccccc2)CC1	.	-17.9

Screening data: PubChem, several laboratories
